Compound activity: PubChem BioAssay, National Center for Advancing Translational Sciences (NCATS)
Giardia FBPA inh = inhibitors of Giardia lamblia fructose-1,6-bisphosphate aldolase | actives 0.71% (n = 290,000) | Potency, µM (top dose mostly 59.6 µM), for inactives: at the highest dose activity, negative = inhibition, usual class: inhibitors | AID 2451 | A8B2U2 | purified Giardia FBPA; further: potency means the concentration at half of the fitted maximal effect; nearly all actives have a fitted effect of over 55% in size
Target sequence (A8B2U2 whole entry, looked up): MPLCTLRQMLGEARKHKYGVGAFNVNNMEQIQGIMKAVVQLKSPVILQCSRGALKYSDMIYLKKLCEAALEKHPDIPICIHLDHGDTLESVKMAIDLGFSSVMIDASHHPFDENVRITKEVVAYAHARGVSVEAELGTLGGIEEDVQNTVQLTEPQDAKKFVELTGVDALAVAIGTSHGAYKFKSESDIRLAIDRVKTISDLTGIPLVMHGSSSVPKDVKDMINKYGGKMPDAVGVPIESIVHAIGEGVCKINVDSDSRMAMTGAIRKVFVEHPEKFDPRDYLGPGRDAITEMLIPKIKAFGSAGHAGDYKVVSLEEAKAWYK
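40 nM FBPA preincubated 10 min at RT with compound (up to 57.5 uM final), then substrate plus GAPDH/TPI/NAD/arsenate coupling and diaphorase/resazurin added. Fluorescence read after 20 min at RT, 525/598 nm.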
AMA1 RON2 block = inhibitors of Plasmodium falciparum AMA1-RON2 interaction | AlphaScreen AMA1-biotinylated RON2 peptide binding | Potency, µM (titrated, usually from 58.2 µM), for inactives: at the highest dose activity change, negative = inhibition, actives largely listed as inhibitors | actives 0.2% (n = 360,000);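 further: potency means the concentration at half of the fitted maximal effect; 0% = vehicle wells and -100% = peptide control; nearly all actives have a fitted effect of over 45% in size; some results filed as inactive show a strong effect at the top dose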
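AMA1 (3D7) with his tag at 25 nM final met compounds first, then biotinylated RON2 peptide at 25 nM; detection used donor plus acceptor beads, 10 µg/mL apiece, read by AlphaScreen after 30 min at room temperature.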
Sm TGR inh = inhibitors of Schistosoma mansoni thioredoxin glutathione reductase; actives 3% (n = 360,000); Potency, µM (doses to about 114 µM), without a hit: at the highest dose activity change, negative = inhibition, hits mostly inhibitors; Q962Y6; AID 485364; purified TGR, DTNB reduction, TNB absorbance 405 nm; further: potency means the concentration at half of the fitted maximal effect; nearly all actives have a fitted effect of over 60% in size
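First, TGR (20 nM dispensed) and NADPH were mixed with compound. Second, a 15 min room-temperature incubation followed. Third, further NADPH and then DTNB were added to start the reaction. Finally, TNB absorbance was monitored kinetically.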
AmpC inh detg = AmpC beta-lactamase inhibition with detergent present; P00811; AmpC hydrolysis of nitrocefin, absorbance 480 nm, 0.01% Triton; Potency, µM (doses to about 114 µM), for inactives: at the top dose activity change, negative = inhibition, hits mostly inhibitors; actives 0.041% (n = 370,000); AID 485294;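 further: potency means the concentration at half of the fitted maximal effect; 0% = no-compound wells and -100% = no-enzyme wells; nearly all actives have a fitted effect of over 25% in size; some results filed as inactive show a strong effect at the top dose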
Target sequence (P00811 whole entry, looked up): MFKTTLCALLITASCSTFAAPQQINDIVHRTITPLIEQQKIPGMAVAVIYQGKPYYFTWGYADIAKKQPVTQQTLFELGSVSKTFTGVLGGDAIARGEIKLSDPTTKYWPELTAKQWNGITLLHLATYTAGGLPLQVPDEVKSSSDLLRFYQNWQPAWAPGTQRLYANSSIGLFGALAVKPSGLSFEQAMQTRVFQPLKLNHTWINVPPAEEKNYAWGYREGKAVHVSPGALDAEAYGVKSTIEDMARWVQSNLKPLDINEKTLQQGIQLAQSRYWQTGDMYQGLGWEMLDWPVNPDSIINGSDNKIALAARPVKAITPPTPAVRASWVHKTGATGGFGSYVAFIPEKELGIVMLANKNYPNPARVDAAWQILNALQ
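20 mM phosphate pH 7.0 + 0.01% (detergent screen) or 0.0001% Triton X-100; 5.3 nM AmpC reagent; cpd preinc 15 min RT; nitrocefin (800 uM stock) to start; A480 q20 s × 4 min; Activity was normalised to no-enzyme and no-compound control wells.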
HCV inh = blocks hepatitis C virus | Huh7.5.1 HCVcc-Cre infection, luciferase reporter, 44 h | Potency, µM (top dose mostly 41.8 µM), inactives show at the top dose activity change, negative = inhibition, actives largely listed as inhibitors | actives 3.4% (n = 340,000) | AID 651820; further: potency means the concentration at half of the fitted maximal effect
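A cell-based infection assay in which seeded cells (1,000 per well) receive test compound after 4 h, are inoculated with HCVcc-Cre at approximately 0.5 moi, and are incubated 44 h before luminescence detection.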
HCMV inh = inhibitors of human cytomegalovirus; HFF cells, HCMV-luciferase reporter, 72 h; stronger effect = lower value; activity change, negative = inhibition, % at 57.5 µM; actives 4.5% (n = 410,000); AID 1259415; in the data active means activity change below about -60%; inconclusive means no clear call, values can overlap the other calls; inactive means above about -39%
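Screen run at 2 compound doses on HFFs infected with reporter HCMV, MOI 1 PFU/cell. Luciferase activity from cell lysates at 72 h post infection gave inhibition relative to buffer-only and Salinomycin wells.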
* = called active by the depositor; ? = inconclusive; . = not tested or not shown; & = joins results of further samples; [ ] = remark or other dose. Unless noted, the call rests on the fitted dose curve; in most records, active means well fitted curve in the direction sought with a large enough effect; inconclusive means small, poorly fitted or top-dose-only effect, or another doubt; inactive means no such curve, though single readings can be large; an effect the other way counts as inactive or inconclusive. Unless noted, on the % scale 0 is the no-effect control and ±100 the full control effect.

1. CC1CCc2c(sc(NC(=O)c3c([N+](=O)[O-])cnn3C)c2C(N)=O)C1 (stereo unspecified)
2. O=C(NCCc1ccccc1)c1nc(CS(=O)(=O)c2ccc(Cl)cc2)no1
3. C=CCn1c(SCC(=O)N2CCOCC2)nc2ccccc2c1=O
4. O=C(O)/C=C/c1ccc(OCCCF)cc1
5. COc1ccc(CCNC(=O)c2ccc3c(c2)N(Cc2ccc(Cl)cc2)C(=O)c2ccccc2S3)cc1OC
6. Cc1ccc(/C=N/NC(=O)c2c[nH]c3ccccc23)s1

compound no.	1	2	3	4	5	6
Giardia FBPA inh	.	-3%	.	10%	.	.
AMA1 RON2 block	-3%	0%	11%	23%	.	9%
Sm TGR inh	-1%	-8%	5%	11%	4%	2%
AmpC inh detg	?	-11%	2%	7%	2%	-3%
HCV inh	-2%	-14%	7%	-5%	.	-2%
HCMV inh	-29	-24	?	-28	?	-72*

Quoted at random: five records from the list, in no set order.
6. Cc1ccc(/C=N/NC(=O)c2c[nH]c3ccccc23)s1
2. O=C(NCCc1ccccc1)c1nc(CS(=O)(=O)c2ccc(Cl)cc2)no1
4. O=C(O)/C=C/c1ccc(OCCCF)cc1
3. C=CCn1c(SCC(=O)N2CCOCC2)nc2ccccc2c1=O
5. COc1ccc(CCNC(=O)c2ccc3c(c2)N(Cc2ccc(Cl)cc2)C(=O)c2ccccc2S3)cc1OC

compound no.	6	2	4	3	5
Giardia FBPA inh	.	-3%	10%	.	.
AMA1 RON2 block	9%	0%	23%	11%	.
Sm TGR inh	2%	-8%	11%	5%	4%
AmpC inh detg	-3%	-11%	7%	2%	2%
HCV inh	-2%	-14%	-5%	7%	.
HCMV inh	-72*	-24	-28	?	?

Next results:
7. O=C(c1cc2cc(C(F)(F)F)ccc2s1)N1CCOCC1
8. COC(=O)[C@H]1[C@H](C(=O)OC)[C@@H](C(=O)OC)N(c2ccc(OC)cc2)[C@@H]1C(=O)OC
9. Cc1cccc(/C=N/n2c(C)nc3ccccc3c2=O)c1
10. COc1cc(OC)cc(C(=O)NCCCCc2ccccc2)c1
11. COc1cc(C(Nc2ccccn2)c2c(NC(=O)c3ccco3)sc(C)c2C)cc(OC)c1OC (stereo unspecified)
12. Cc1cnc([N+](=O)[O-])n1CCOC(=O)NC(=O)c1ccccc1Cl

compound no.	7	8	9	10	11	12
Giardia FBPA inh	-1%	2%	6%	.	2%	3%
AMA1 RON2 block	7%	7%[11.6 µM]	0%	22%	-27%	19%
Sm TGR inh	-2%	-8%	10%	.	-31%	-3%
AmpC inh detg	?	?	0%	.	1%	4%
HCV inh	21%	23%	-2%	-18%	2%	?
HCMV inh	-24	36	9	8	63	-66*

13. COc1cc(/C=N/NS(=O)(=O)c2ccc(C)c([N+](=O)[O-])c2)cc([N+](=O)[O-])c1O
14. Cn1c(O)c(/C=N/NC(=O)c2cc3ccccc3cc2O)c2ccccc21
15. O=C1NC(c2ccc3c(c2)OCO3)Nc2ccccc21 (stereo unspecified)
16. CC(C)CCC(CC(C)O)C(=O)NNC(=S)Nc1ccccc1 (stereo unspecified)
17. O=C(Nc1ccccc1)OCc1cc(-c2ccccc2Cl)on1
18. Cc1ccc(C(=O)OC(C)CN2CCN(C)CC2)cc1 (stereo unspecified)

compound no.	13	14	15	16	17	18
Giardia FBPA inh	-20%	27%	0%	4%	-7%	-11%
AMA1 RON2 block	-4%	125%[activator]	0%	115%[activator]	22%	-12%
Sm TGR inh	?	3%	-2%	12%	9%	-2%
AmpC inh detg	-22%	-7%	-18%	5%	-3%	-7%
HCV inh	4%	?	4%	21%	?	3%
HCMV inh	-21	-24	68	-6	-1	81

19. COc1ccc2[nH]c(C(=O)O)c(NS(=O)(=O)c3ccc(F)cc3)c2c1
20. COc1ccc(-c2cc(C(=O)NC(C)c3ccccn3)c3ccccc3n2)cc1OC (stereo unspecified)
21. Cc1cccc(NC(=S)NC(C)C(c2ccccc2)N2CCN(C)CC2)c1C (stereo unspecified)
22. Cc1ccc(NC(=O)Cn2cc(S(=O)(=O)c3ccc(C)cc3)c(=O)c3cc4c(cc32)OCO4)cc1
23. O=C(NC1CCCC1)C(c1ccsc1)N(C(=O)Cc1cccs1)c1cccc(F)c1 (stereo unspecified)
24. O=C(NCC1CC1)Nc1ccccc1F

compound no.	19	20	21	22	23	24
Giardia FBPA inh	-4%	.	0%	.	4%	0%
AMA1 RON2 block	-3%	-11%	12%	.	2%	2%
Sm TGR inh	-14%	-12%	64%[activator]	-6%	-12%	0%
AmpC inh detg	?	?	-7%	2%	-1%	-16%
HCV inh	10%	?	?	.	13%	-2%
HCMV inh	22	3	-25	-2	18	-8

25. Cc1ncsc1C(=O)N1N=C2/C(=C/c3ccc(N4CCOCC4)cc3)CCCC2C1c1ccc(N2CCOCC2)cc1 (stereo unspecified)
26. Cc1ccccc1C(=O)Oc1ccc(-c2csnn2)cc1
27. CC(NC(=O)CSc1nnc(-c2cccnc2)n1N)c1ccccc1 (stereo unspecified)
28. COc1cc(C(=O)NNC(=O)c2ccccc2OCc2c(C)noc2C)cc(OC)c1OC
29. Cc1ccc(/C(N)=N/OC(=O)COc2ccccc2Cl)cc1
30. O=C(CSc1ncc(CO)n1Cc1ccc(F)cc1)NCc1ccco1

compound no.	25	26	27	28	29	30
Giardia FBPA inh	-2%	0%	1%	.	-2%	.
AMA1 RON2 block	-17%	15%	2%	58%[activator]	40%[activator]	.
Sm TGR inh	-14%	3%	1%	-16%	-7%	4%
AmpC inh detg	-1%	2%	-4%	?	?	8%
HCV inh	.	3%	14%	?	?	.
HCMV inh	.	-6	-25	46	-22	-8

31. CN(/C(=N/S(=O)(=O)c1cccs1)c1ccccc1)c1ccc(O)cc1
32. c1ccc(-c2nnsc2-c2nc3ccccc3[nH]2)cc1
33. CC(=O)c1cc(C)c(OCc2cn(CC(=O)c3ccc(O)cc3)nn2)c(C)c1
34. CC1CC(CCC(=O)NC(=S)Nc2ccc(S(N)(=O)=O)cc2)C(=O)O1 (stereo unspecified)
35. CCOC(=O)C1CCN(c2ccc(C(=O)O)cc2[N+](=O)[O-])CC1
36. COc1ccc(C(=O)NC(=S)NNC(=O)c2cnccn2)cc1OC

compound no.	31	32	33	34	35	36
Giardia FBPA inh	3%	-2%	.	3%	7%	21%
AMA1 RON2 block	2%	17%	3%	-4%	-11%	23%
Sm TGR inh	1%	2%	.	0%	4%	-15%
AmpC inh detg	?	-3%	.	-13%	?	-1%
HCV inh	11%	-3%	30%	3%	13%	?
HCMV inh	0	-32	23	17	7	?

37. COC(=O)/C=C1\SC(=NC(=O)c2cccc([N+](=O)[O-])c2)NC1=O
38. Cc1cccc(C)c1NC(=S)NNc1ncc(C(F)(F)F)cc1Cl
39. O=C(c1ccccc1)c1ccccc1N/C=C/c1nnnn1-c1ccccc1
40. O=C(/C=C/c1ccccc1Cl)NNC(=O)c1cccs1
41. CCc1ccc2oc(C(=O)Nc3nonc3CC)c(C)c2c1
42. CCOC(=O)c1noc2ncnc(N(CCC(=O)OC)c3ccccc3)c12

compound no.	37	38	39	40	41	42
Giardia FBPA inh	-7%	10%	-1%	-1%	-1%	.
AMA1 RON2 block	6%	65%[activator]	-14%	121%[activator]	-4%	.
Sm TGR inh	-13%	3%	-16%	2%	-1%&2%	0%
AmpC inh detg	-10%	?	-3%	7%	-4%&-6%	2%
HCV inh	7%	3%	6.3µM*	11%	?	.
HCMV inh	4	9	?	-1	-3&-16	-10

43. COc1ccc(CCNC(=S)Nc2ccc(OC)cc2)cc1
44. O=C(O)CC1Cc2ccccc2C1C(=O)O (stereo unspecified)
45. COc1ccc(/C=C2\SC(=O)N(CCNC(=O)C3CC(=O)N(c4ccccc4)C3)C2=O)cc1 (stereo unspecified)
46. CCOC(=O)C1(Cc2cccc(Cl)c2)CCCN(C(=O)CCN2CCCC2=O)C1 (stereo unspecified)
47. COc1ccc(CCNc2nc(SCc3cccc(F)c3)nc3ccccc23)cc1OC
48. COC(=O)CCC(=O)OC1(C)C(=O)C=C2C=C(C3CC3)N(CCc3c[nH]c4ccccc34)C=C2C1=O (stereo unspecified)

compound no.	43	44	45	46	47	48
Giardia FBPA inh	3%	.	.	.	.	?
AMA1 RON2 block	2%	-4%	-3%	.	.	-18%
Sm TGR inh	-19%	.	3%	0%	2%	-25%
AmpC inh detg	-4%	.	-11%	1%	3%	1%
HCV inh	-13%	32%[activator]	-15%	.	.	-11%
HCMV inh	-66*	-3	34	31	3	26

49. NC(=S)NN=C1C2CC3CC(C2)CC1C3
50. O=C(COc1cccc(C(F)(F)F)c1)NCC(c1cccs1)N1CCOCC1 (stereo unspecified)
51. COc1cc(C(=O)N/N=C/c2coc3ccccc3c2=O)cc(OC)c1OC
52. O=C(NCCCN1CCN(CCCNC(=O)c2ccccc2F)CC1)c1ccccc1F
53. O=C(CCCn1c(=O)[nH]c2ccccc2c1=O)NCCSCc1ccccc1
54. Cc1ccc(-c2noc(-c3nnn(CC(=O)Nc4cccc(C(F)(F)F)c4)c3N)n2)cc1

compound no.	49	50	51	52	53	54
Giardia FBPA inh	18µM*	.	16%	-1%	2%	.
AMA1 RON2 block	22%	14%	60%[activator]	0%	-8%	.
Sm TGR inh	-7%	-9%	45µM*	1%	8%	18%
AmpC inh detg	?	-4%	-14%	-2%	1%	3%
HCV inh	-6%	?	4%	-11%&-4%	-22%	.
HCMV inh	?	-12	-29	24	-35	-39

55. COC(=O)c1cc(NC(=O)C2CCCN(S(=O)(=O)c3c(C)n[nH]c3C)C2)cc(C(=O)OC)c1 (stereo unspecified)
56. CCOc1ccc(NS(=O)(=O)c2ccc(C(=O)NCCCN3CCOCC3)cc2)cc1
57. Cc1cc(NC(=O)CCC(=O)N(CCC(C)C)C(C(=O)NC2CCCC2)c2ccccc2C)no1 (stereo unspecified)
58. Cc1cccc(N(C)S(=O)(=O)c2ccc(-c3cnc(C4CC4)o3)cc2)c1
59. CC(=O)c1c(C)nn(C(=O)N2CCOCC2)c1C
60. O=C(NNS(=O)(=O)c1ccccc1[N+](=O)[O-])c1ccc(O)cc1

compound no.	55	56	57	58	59	60
Giardia FBPA inh	-4%	.	-2%	.	5%	1%
AMA1 RON2 block	.	9%	-6%	0%	-1%	-15%
Sm TGR inh	-4%&0%	3%	3%	-3%	2%	6%
AmpC inh detg	?	0%	1%	1%	?	-4%
HCV inh	.	4%	7%	?	14%	13%
HCMV inh	-14&-9	-15	-21	-98*	?	9

61. COc1ccc(NC(=O)CCCCC#Cc2ccccc2)cc1
62. O=c1c2c([N+](=O)[O-])cc([N+](=O)[O-])cc2sn1Cc1ccccc1
63. FC(F)(F)COc1nc(OCC(F)(F)F)nc(N2CCN(c3ccccc3)CC2)n1
64. CC/C(=N\NC(=O)c1c(-c2ccccc2)noc1C)c1ccc(C)o1
65. CC1(CNC(=O)C(=O)NCC2(C)CO2)CO1 (stereo unspecified)

compound no.	61	62	63	64	65
Giardia FBPA inh	-3%	-23%	2%	17%	.
AMA1 RON2 block	-2%	-20%	-3%	23%	10%
Sm TGR inh	.	0%	6%	-2%	.
AmpC inh detg	.	1%	-6%	3%	.
HCV inh	-2%	?	-21%	-14%	-12%
HCMV inh	18	-38	-23	?	?
